DDE Tn7 FP inh: inhibitors of Tn7 peptide binding to human fibrin DD(E) | 0.13% of 370,000 active | FP displacement of FITC-Tn7 peptide from fibrin DD(E); 0% = median of compound wells per plate | inhibition, % at 8.3 µM | P02675;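 active = inhibition above the mean of compounds falling within the control limits plus 3 SD of them, cut at about 14% in these data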;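 also: 0% = plate median of compound wells and 100% = 10 µM Aha-Tn7 peptide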
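assay system = human clot-derived fibrin DD(E) complex | quantity = Fibrin-DD(E) at 2 µM final | timing = 10 min preincubation, 3 h with tracer, room temperature | signal = fluorescence polarization | measure = percent inhibition | benchmarks = high control wells with 10 µM unlabelled Aha-Tn7 peptide (full inhibition) | replicates = singlicate testing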
sPLA2-III inh: Inhibits HGIII-sPLA2 liposome hydrolysis, primary screen. inhibition, % at 12.2 µM. QFRET BODIPY PC-A2 liposome hydrolysis, fluorescence. 0.56% of 370,000 active. Q9NZ20. AID 743126;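 active = inhibition above mean plus 3 SD of compounds lying within the high and low control bounds, cut at about 19% in these data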;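 also: 0% = median of test compound wells and 100% = no enzyme DMSO wells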
DDE Tn6 FP inh: inhibitors of Tn6 peptide binding to human fibrin DD(E); AID 720509; inhibition, % at 8.3 µM; Fibrin DD(E) TRITC-Tn6 fluorescence polarization displacement; 0.21% of 370,000 active;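 active = inhibition above a per-campaign cutoff: mean of compounds within control limits plus 3 SD, cut at about 15% in these data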;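 also: 0% = median of all compound wells on the plate and 100% = blocking peptide control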
ARFGAP1 inh: rat ARFGAP1 inhibition | Arfgap1-stimulated ARF1 GTP hydrolysis, GDP FP detection | 0.26% of 360,000 active | Q62848 | AID 651572 | inhibition, % at 16.5 µM;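 active = inhibition above a per-plate limit, mean inhibition of low control wells plus 3 SD, cut at about 25% in these data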;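 also: 0% = DMSO wells with enzyme and 100% = wells lacking Arfgap1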
Target sequence (Q62848 1-136 limits assumed): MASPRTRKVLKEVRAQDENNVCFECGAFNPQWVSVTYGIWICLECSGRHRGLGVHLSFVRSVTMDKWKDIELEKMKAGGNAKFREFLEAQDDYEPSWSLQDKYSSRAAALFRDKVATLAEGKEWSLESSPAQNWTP
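material = rat Arfgap1 catalytic domain, aa 1-136 | also added = human ARF1(Δ1-17)-GTP substrate | compound dosing = one concentration, 16.5 µM, DMSO 1.26% | times = GTP hydrolysis reaction 2 h at 25 °C | measured by = FP, GDP Alexa 633 tracer displaced from anti-GDP antibody, 620/688 nm | evaluation = percent inhibition of Arfgap1-stimulated GTP hydrolysis | replication = single well per compound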
KLK7 zymogen act: activators of human kallikrein-7 zymogen; purified proKLK7, EDANS-DABCYL substrate fluorescence; 100% is mature enzyme control, 0% vehicle; activation, % at 7 µM; P49862; 0.9% of 370,000 active;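 active = activation above the mean of all tested compounds plus 3 SD, computed per campaign excluding outliers beyond control limits, cut at about 13% in these data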
Target sequence (P49862 whole entry, looked up): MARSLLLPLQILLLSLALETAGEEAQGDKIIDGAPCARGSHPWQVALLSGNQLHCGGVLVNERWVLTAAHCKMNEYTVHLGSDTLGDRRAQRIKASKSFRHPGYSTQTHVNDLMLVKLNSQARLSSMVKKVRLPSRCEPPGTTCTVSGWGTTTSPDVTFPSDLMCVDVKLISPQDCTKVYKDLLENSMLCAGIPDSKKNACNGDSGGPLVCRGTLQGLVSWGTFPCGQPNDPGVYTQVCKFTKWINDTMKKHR
ASAP1 inh: ASAP1 ArfGAP inhibition | ASAP1-stimulated ARF1 GTP hydrolysis, GDP FP detection | inhibition, % at 16.5 µM | AID 624377 | 0.19% of 360,000 active; in the data active = inhibition above about 25%;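 also: 0% = vehicle with enzyme and substrate and 100% = no enzyme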
Target sequence (Q9ULH1 325-724 limits assumed): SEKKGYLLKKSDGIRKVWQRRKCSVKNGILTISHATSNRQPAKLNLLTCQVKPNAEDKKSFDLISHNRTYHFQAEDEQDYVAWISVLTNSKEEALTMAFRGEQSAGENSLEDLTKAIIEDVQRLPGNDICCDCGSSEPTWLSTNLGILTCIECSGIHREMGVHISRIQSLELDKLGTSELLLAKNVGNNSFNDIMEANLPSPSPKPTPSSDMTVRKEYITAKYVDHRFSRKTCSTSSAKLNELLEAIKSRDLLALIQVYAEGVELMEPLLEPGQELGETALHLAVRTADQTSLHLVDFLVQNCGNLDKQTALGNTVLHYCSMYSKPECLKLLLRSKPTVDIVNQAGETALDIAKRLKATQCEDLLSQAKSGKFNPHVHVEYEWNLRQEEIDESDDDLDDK
UHRF1 binding: UHRF1 methyl-DNA binding inhibition; Q96T88; UHRF1 binding to methylated oligo, TR-FRET; inhibition, % at 4.4 µM; 0.75% of 370,000 active; in the data active = inhibition above about 21%;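 also: UHRF1 SRA domain binding a hemimethylated CpG hairpin DNA probe; 0% = median of test compound wells and 100% = reference inhibitor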
PLCb3 inh: blocks human PLC-beta3 enzyme activity | Purified PLC-beta3, fluorogenic substrate, fluorescence | inhibition, % at 12.2 µM | 0.18% of 370,000 active | AID 720704; in the data active = inhibition above about 11%;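 also: 0% = median of compound wells on plate and 100% = full blocker control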
PLC-gamma1 inh: PLC-gamma1 (human) inhibition, primary screen; P19174; inhibition, % at 12.2 µM; purified PLC-gamma1, fluorogenic substrate, fluorescence; 0.84% of 370,000 active; in the data active = inhibition above about 9.5%
Rev-erbA mod: modulators of human Rev-erb alpha DNA binding | activity, % at 10 µM | Rev-erbα–FITC-DNA binding, fluorescence polarization, 90 min | AID 1259318 | 0.79% of 370,000 active | P20393;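 active = activity above about 14%, limit read from the data; passing the limit was not always enough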;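 also: 0% = DMSO wells with 35 nM protein and 100% = DMSO wells with 750 nM protein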
* = called active by the depositor; i = inactive; · = no result given.

SMILES | DDE Tn7 FP inh | sPLA2-III inh | DDE Tn6 FP inh | ARFGAP1 inh | KLK7 zymogen act | ASAP1 inh | UHRF1 binding | PLCb3 inh | PLC-gamma1 inh | Rev-erbA mod
CCOc1ccc(-n2c(=O)c3sccc3n(CC(=O)Nc3cccc(OC)c3)c2=O)cc1 | 7 | 9 | 8 | 17 | 0.0 | -16 | 1 | -9 | 0 | 31*
COC(=O)C1CCCCN1C(=O)c1cc(COc2cccc3cccnc23)on1 (centres undefined) | -4 | -2 | 1 | 5 | -0.3 | -2 | -3 | -43 | -25 | -1
O=C(/C=C/c1ccccc1Cl)N(Cc1ccc(Cl)cc1)C1CCS(=O)(=O)C1 (centres undefined) | 8 | 0 | 5 | -6 | 0.0 | -9 | 3 | 1 | -1 | -3
CCC1CN(C(=O)NCc2ccccc2)c2cc(C)ccc2O1 (centres undefined) | 3 | 3 | 5 | 0 | -0.8 | -8 | 1 | -5 | -3 | 1
O=[N+]([O-])c1ccc(O)c(C=Nc2cccc3ncccc23)c1 | -8 | 5 | 4 | 5 | -0.6 | 7 | -10 | -79 | -83 | -5
Cc1ccc(C)c(N2CCN(C(=O)CCn3c(=S)[nH]c4cc5c(cc4c3=O)OCO5)CC2)c1 | 5 | 3 | -2 | 4 | 0.1 | 11 | 0 | -4 | -3 | 4
CN(c1ccccc1)S(=O)(=O)c1cccc2ccccc12 | 3 | -1 | 0 | 9 | 0.2 | -8 | 2 | 1 | 5 | 2
Cc1cc(OCC(=O)NCC(C)C)cc(C)c1Br | 2 | 5 | -3 | 8 | -0.2 | 10 | 7 | 3 | 2 | 4
NC(=O)C1CCCN(C(=O)c2cccc(NC(=O)c3cccs3)c2)C1 (centres undefined) | 8 | -4 | 1 | 4 | 1.1 | -16 | -1 | -3 | -7 | 1
O=C(Nc1ccc(NC(=O)c2ccc3c(c2)OCCO3)cc1)c1ccccc1 | 0 | 8 | -5 | 10 | 0.0 | 10 | 2 | -6 | 0 | 0
CCOc1ccc(S(=O)(=O)N2CCN(c3ccccc3F)CC2)c2cccnc12 | -3 | 0 | -5 | 4 | 0.5 | 1 | 1 | -8 | -1 | -6
CCn1ccnc1CN(C)C(=O)c1ccc2nc(Cc3ccc(OC)cc3)oc2c1 | 3 | -2 | -4 | -5 | -0.1 | 9 | -1 | -7 | 1 | -2
CCn1c(C)nnc1SCC(=O)Nc1ccccc1OC | 4 | 13 | 4 | -3 | 0.0 | 8 | 12 | -13 | -2 | -9
CCN(C(=O)COC(=O)c1nccnc1N)c1cccc2ccccc12 | -5 | 4 | 4 | 1 | 10 | 12 | -2 | -124 | -107 | 0
C[C@H]1CN([C@@H](C)CO)C(=O)CCCn2nncc2CO[C@H]1CN(C)C(=O)Cc1ccccc1 | 2 | 0 | 4 | -8 | -0.2 | -8 | 3 | 0 | 1 | -2
COc1cc(NC(=O)COc2ccccc2)ccc1NC(=O)c1ccco1 | -1 | -3 | 3 | 4 | 0.1 | 2 | -2 | -11 | -1 | 1
COc1ccccc1NS(=O)(=O)c1cccc(NC(=O)c2ccc3ccccc3n2)c1 | -3 | -43 | -11 | 7 | -0.3 | -5 | -1 | -3 | -2 | 4
CC(=O)N1CCN(C(=O)CCNS(=O)(=O)c2ccccc2)CC1 | 9 | 6 | 1 | -10 | -0.2 | 4 | 8 | -4 | -1 | -9
Cc1ccc(NC(=O)CSc2nnnn2C2CC2)cc1S(=O)(=O)N1CCOCC1 | 1 | -5 | -6 | 5 | 0.3 | -2 | -4 | 1 | -2 | -4
c1csc(-c2nc3ccccn3c2NC2CCCCC2)c1 | -1 | 9 | -2 | 4 | -33 | -10 | 2 | i | i | -3
Cc1ccc(C(=O)C2CCN(S(=O)(=O)c3ccc(C(=O)O)cc3)CC2)cc1 | 0 | 3 | -12 | 14 | -0.3 | -11 | 6 | -2 | 7 | -2
CCCC(=O)N1CCC1(C)C(=O)Nc1ccc(-n2cncn2)cc1 (centres undefined) | 8 | 5 | -5 | -4 | -0.2 | 1 | -2 | 4 | 4 | 7
COc1cccc(CNC(=O)[C@@H]2CCCN2C(=O)[C@@H]2CCCN2C(=O)OC(C)(C)C)c1 | -2 | 0 | 1 | -12 | 0.0 | -8 | -2 | 2 | 0 | 3
N#Cc1c(/N=C/c2ccco2)oc(-c2ccccc2)c1-c1ccccc1 | -6 | -8 | -6 | 3 | 0.1 | 0 | 9 | -50 | -37 | 3
COC(=O)C1=NNC(C(=O)OC)C1c1ccccc1 (centres undefined) | -5 | -2 | -5 | 7 | 0.7 | 12 | -2 | 5 | 1 | -3

(further entries)
SMILES | DDE Tn7 FP inh | sPLA2-III inh | DDE Tn6 FP inh | ARFGAP1 inh | KLK7 zymogen act | ASAP1 inh | UHRF1 binding | PLCb3 inh | PLC-gamma1 inh | Rev-erbA mod
O=C(CSc1nnc(C2CC2)n1C1CC1)c1cc(F)ccc1F | 2 | -29 | -3 | 2 | 0.3 | 3 | 9 | 0 | -2 | 3
CC[C@H](CCC(=O)N(c1ccccc1)c1ccccc1)c1ccc(C)cc1 | 4 | 2 | 3 | · | 0.3 | · | 1 | -2 | -1 | 5
CCn1ccnc1CN(C)Cc1cn[nH]c1-c1ccc(F)cc1F | 3 | -1 | 5 | -1 | 0.3 | -10 | 0 | -5 | -4 | -1
O=C(CCn1c(=S)[nH]c2ccccc2c1=O)NCCCN1CCCC1=O | -7 | 7 | 4 | 6 | -0.2 | 5 | 3 | 3 | 4 | -3
CCc1cccc(OCCN2CCCC2)c1 | -3 | 0 | 0 | 4 | 0.8 | -2 | 1 | 1 | 0 | -4
CC(Oc1ccc(-c2nccc(-c3ccccn3)n2)cc1)C(=O)NN (centres undefined) | 6 | 8 | -5 | -5 | 0.0 | -6 | -1 | 3 | -1 | 4
C=CCN=C1SC(C)(C)C(=O)N1S(=O)(=O)c1ccc(C)cc1 | 6 | 1 | -5 | 10 | 0.0 | 1 | 1 | 0 | 0 | -2
CN1CCN(c2ccc(S(=O)(=O)N3CCCCC3)cc2NC(=O)/C=C/c2ccc(Cl)c([N+](=O)[O-])c2)CC1 | -4 | -31 | -2 | 12 | -1.1 | 11 | -4 | -3 | 4 | -4
CCOc1ccc(/C=C/C(=O)Nc2ccc(N3CCOCC3)cc2)cc1 | -2 | 5 | 6 | 16 | -0.6 | -14 | -1 | 3 | 0 | -1
CSc1cccc(NC(=S)N(Cc2ccccc2)Cc2cccnc2)c1 | 3 | -8 | -3 | -10 | 0.1 | 0 | -1 | -4 | -1 | 1
O=C(COC(=O)C1=COCCO1)NC(=O)c1ccc(OC(F)F)cc1 | 11 | -6 | 3 | -5 | -0.1 | -6 | -2 | -5 | 0 | 1
COc1ccc(NC(=O)CCN2C(=O)/C(=C/c3ccc4c(c3)OCO4)SC2=S)cc1 | -6 | -4 | 6 | -1 | 0.0 | 7 | 1 | -8 | 0 | 5
NC(N)=Nc1nc(C2COc3ccccc3O2)cs1 (centres undefined) | 1 | 3 | 2 | -8 | 0.5 | 6 | 8 | 0 | 3 | -1
CCCCN1CC(COc2ccccc2)OC1=O (centres undefined) | 1 | 2 | 11 | 5 | 0.1 | 1 | -2 | 5 | 1 | 1
COc1ccc(NC(=O)C(C)N2C(=O)c3ccccc3S2(=O)=O)c(OC)c1 (centres undefined) | -2 | 0 | 1 | 6 | -0.4 | 7 | -2 | -7 | 8 | 0
Cc1nn(-c2cccc3cccnc23)c(=O)c2ccccc12 | 1 | 0 | 10 | 2 | 0.2 | 5 | -2 | -1 | 1 | -2
O=C(O)c1cc(-c2ccccc2)nc2nc(N3CCCCC3)sc12 | -11 | -9 | -6 | -4 | 16* | -3 | -4 | -391 | -381 | 0
Cc1ccc(OCC(=O)Nc2sc3c(c2C#N)CCC3)cc1 | 5 | 2 | 6 | -3 | 0.4 | -17 | -1 | 4 | -1 | 1
O=C(Nc1ccccc1)C1=C(O)CC(c2ccoc2)CC1=Nc1ccccc1 (centres undefined) | -6 | 1 | 0 | -4 | -0.9 | 0 | -2 | -14 | -5 | -1
CCCCC(=O)Nc1ccc(F)c(Cl)c1 | -2 | 6 | -11 | 1 | -0.2 | 1 | 5 | 7 | 9 | 2
CCCn1nnc(NC(=O)c2ccc(Br)cc2)n1 | -4 | 7 | 3 | 4 | -0.2 | -14 | 4 | -2 | 1 | 9
O=S1(=O)c2ccccc2C(O)(c2ccccc2)c2ccccc21 | 2 | -1 | 0 | -4 | 0.0 | 9 | 0 | 2 | -2 | -7
COc1ccc(CCNCc2ccc(OCc3ccccc3)cc2)cc1 | -3 | 8 | -4 | -5 | 0.1 | -8 | 7 | -10 | 1 | 3
COc1ccccc1C(=O)NNC(=O)c1ccc(NC(=O)c2ccccc2)cc1 | -1 | 0 | 7 | -4 | 0.7 | 1 | -2 | 1 | 1 | 8
CC(O)c1cccc(NC2=CC(=O)CC(C)(C)C2)c1 (centres undefined) | 5 | 1 | 4 | -2 | -0.8 | 0 | 0 | -24 | -18 | -8

Records above that bear a hit mark in KLK7 zymogen act:
SMILES | DDE Tn7 FP inh | sPLA2-III inh | DDE Tn6 FP inh | ARFGAP1 inh | KLK7 zymogen act | ASAP1 inh | UHRF1 binding | PLCb3 inh | PLC-gamma1 inh | Rev-erbA mod
O=C(O)c1cc(-c2ccccc2)nc2nc(N3CCCCC3)sc12 | -11 | -9 | -6 | -4 | 16* | -3 | -4 | -391 | -381 | 0

Remaining list, next part:
SMILES | DDE Tn7 FP inh | sPLA2-III inh | DDE Tn6 FP inh | ARFGAP1 inh | KLK7 zymogen act | ASAP1 inh | UHRF1 binding | PLCb3 inh | PLC-gamma1 inh | Rev-erbA mod
COc1ccc(NC(=O)CCC(=O)OCc2ccc(C(=O)Oc3ccc(Cl)cc3)cc2)cc1 | 3 | 1 | 0 | 9 | 0.3 | 10 | 0 | 2 | 3 | 3
C=CCn1c(=NC(=O)C2COc3ccccc3O2)sc2cc(S(N)(=O)=O)ccc21 (centres undefined) | 3 | -8 | 3 | -3 | -0.3 | -2 | -3 | 0 | -2 | 2
Cc1cc(OCCNCCO)cc(C)c1Cl | 3 | 8 | -1 | -8 | 0.0 | 5 | -1 | 5 | 1 | -5
CCC(=O)N1c2ccc(S(=O)(=O)CCC(=O)N3CCN(c4ccccc4)CC3)cc2CC1C (centres undefined) | 3 | -3 | 6 | -20 | 0.1 | -1 | 1 | 1 | 7 | -1
CC(=O)NS(=O)(=O)c1ccc(NC(=O)c2cccc3ccccc23)cc1 | -1 | 0 | -1 | -7 | -0.1 | -3 | 0 | -4 | -1 | 6
COc1ccc(CNC(=S)Nc2ccccc2Cl)cc1 | 1 | 5 | -10 | -3 | 0.0 | 3 | 0 | -2 | 1 | 4

Look-ups from above.
CCC(=O)N1c2ccc(S(=O)(=O)CCC(=O)N3CCN(c4ccccc4)CC3)cc2CC1C (centres undefined) in UHRF1 binding has 1
Cc1cc(OCCNCCO)cc(C)c1Cl in PLCb3 inh has 5
